# TMEM16A act: TMEM16A chloride channel activators or potentiators, primary screen, cell-based, HTS | Anoctamin-1 (Mus musculus), Q8BHY3 | HEK293 TMEM16A/YFP-H148Q/I152L, iodide quench fluorescence; active compounds read low | B-score at 10 µM | 0.3% of 340,000 active | AID 623877, 2012;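 active means fluorescence-ratio B-score plate-corrected deviation score at least 3 library SD below zero, with starting fluorescence score within 5 deviations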;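 further: channel opened by trigger with iodide after compound preincubation; score built on the fluorescence ratio of max minus min over baseline; more negative score means more quench and so TMEM16A activation or potentiation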
# KCNK3 inh: human KCNK3 channel inhibitors, primary screen, CHO cells, FluxOR thallium flux, B-score; Potassium channel subfamily K member 3 (Homo sapiens), O14649; FluxOR fluorescence; active compounds read low; B-score at 10 µM; 0.84% of 340,000 active; AID 602410, 2012;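 active means B-score under library mean minus 4 SD, starting fluorescence ratio at most library mean plus 5 SD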;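 further: more negative B-score means stronger inhibition of thallium flux through KCNK3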
# Target sequence (O14649 whole entry, looked up): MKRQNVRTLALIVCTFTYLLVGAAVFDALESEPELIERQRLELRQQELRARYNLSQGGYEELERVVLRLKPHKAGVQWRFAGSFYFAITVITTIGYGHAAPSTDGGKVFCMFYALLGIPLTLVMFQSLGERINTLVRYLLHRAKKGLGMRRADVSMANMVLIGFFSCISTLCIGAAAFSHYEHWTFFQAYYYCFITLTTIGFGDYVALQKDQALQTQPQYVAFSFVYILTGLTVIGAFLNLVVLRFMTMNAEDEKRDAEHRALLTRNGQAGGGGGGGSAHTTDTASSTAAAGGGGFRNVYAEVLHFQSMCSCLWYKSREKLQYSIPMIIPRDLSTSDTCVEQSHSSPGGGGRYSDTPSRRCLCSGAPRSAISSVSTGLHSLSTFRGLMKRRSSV
# RGS4 act: RGS4 potentiators or activators, primary screen, cell-based, HEK293 M3R inducible RGS4, calcium flux; carbachol calcium flux Fluo4; active compounds read low; 0.92% of 310,000 active; AID 463111, 2010; B-score at 10 µM;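 active means B-score of the integrated calcium signal more than 4 SD below the library mean, with starting fluorescence not abnormally high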;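 further: negative B-score means reduced calcium response which marks RGS4 activation or potentiation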
#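 Also added: carbachol at ECmax as muscarinic agonist stimulus; Assay system: HEK293 cells with stable M3R and inducible RGS4; Timing: overnight RGS4 induction, 30 min dye load 37 °C, 20 min compound RT; Measured by: Fluo4-AM (2 µM) calcium-flux fluorescence, kinetic read.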
# KCNQ1 pot: potentiators or activators of KCNQ1 channel, primary screen, cell-based, thallium flux, high-throughput; Potassium voltage-gated channel subfamily KQT member 1 (Homo sapiens), P51787; CHO-K1 KCNQ1, thallium flux FluxOR fluorescence; active compounds read high; B-score at 10 µM; 0.35% of 310,000 active; AID 2648, 2010;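 active means fluorescence ratio B-score, a plate-corrected score, at least three library SD, with initial intensity B-score within 5 SD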
# Target sequence (P51787 whole entry, looked up): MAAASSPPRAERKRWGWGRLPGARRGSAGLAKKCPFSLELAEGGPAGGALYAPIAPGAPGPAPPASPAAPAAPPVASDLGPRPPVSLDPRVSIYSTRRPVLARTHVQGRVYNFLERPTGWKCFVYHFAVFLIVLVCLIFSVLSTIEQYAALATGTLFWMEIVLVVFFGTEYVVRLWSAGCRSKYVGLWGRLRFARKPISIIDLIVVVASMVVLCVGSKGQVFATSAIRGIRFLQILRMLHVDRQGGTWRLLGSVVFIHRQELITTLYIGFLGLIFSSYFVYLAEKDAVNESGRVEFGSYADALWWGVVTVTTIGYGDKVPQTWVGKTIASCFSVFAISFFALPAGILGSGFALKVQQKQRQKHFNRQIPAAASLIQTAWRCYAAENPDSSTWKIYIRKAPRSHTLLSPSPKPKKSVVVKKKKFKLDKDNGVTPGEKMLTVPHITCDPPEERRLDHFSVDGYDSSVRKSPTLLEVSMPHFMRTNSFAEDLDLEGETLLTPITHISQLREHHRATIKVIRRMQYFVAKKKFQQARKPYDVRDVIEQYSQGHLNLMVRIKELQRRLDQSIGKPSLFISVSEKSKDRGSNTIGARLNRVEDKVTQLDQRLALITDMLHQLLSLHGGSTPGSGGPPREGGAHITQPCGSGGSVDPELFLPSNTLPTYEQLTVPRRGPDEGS
#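 Material: CHO-K1 cells stably expressing KCNQ1. Medium: assay buffer for compound exposure, DMSO matched across wells. Reagent: K+/Tl+ depolarizing stimulus. Compound dosing: single-concentration screen. Times: 37 °C overnight plating, 90-min dark dye load, 20-min compound pretreatment. Technique: FluxOR Tl+ flux fluorescence.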
# SKKanGAS inh: S. pyogenes SKKanGAS growth inhibitors in kanamycin, primary screen, streptokinase expression inhibitor project, SKKanGAS strain, BacTiter-Glo luminescence; 1.3% of 300,000 active; AID 1662, 2009; 6 h; inhibition, % at 7.5 µM;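 active means mean replicate score, as percent of positive control median, at least 50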;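 further: strain carries kanamycin resistance gene driven by streptokinase promoter and grows in 40 µg/ml kanamycin; loss of luminescence reflects streptokinase promoter inhibition or plain growth inhibition; 0% = median of DMSO wells and 100% = positive control at its reference dose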
# KCNK9 inh: KCNK9 potassium channel inhibitors, primary screen, HEK293 cells, thallium flux. Potassium channel subfamily K member 9 (Homo sapiens), Q9NPC2. FluxOR thallium flux fluorescence; active compounds read low. 1.2% of 310,000 active. B-score at 10 µM;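 active means ratio B-score over 3 SD below the library mean, with starting fluorescence within 5 SD of its mean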;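 further: negative B-score means less thallium flux so channel inhibition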
# ANO1 block: TMEM16A chloride channel inhibitors, primary screen, cell-based, HTS | Anoctamin-1 (Mus musculus), Q8BHY3 | HEK293 TMEM16A/YFP iodide influx fluorescence, ionomycin | AID 588511, 2011 | 1.2% of 310,000 active | normalized B-score (activity score, 25-100; higher = stronger inhibition) at 10 µM;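 active means ratio plate-corrected score three or more library SD toward inhibition, starting fluorescence score within five deviations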;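 further: score derived from kinetic fluorescence span divided by baseline fluorescence per well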
# KCNQ1 inh: inhibitors of human KCNQ1 channel, primary screen, cell-based, thallium flux, high-throughput; AID 2642, 2010; B-score at 10 µM; CHO-K1 KCNQ1, FluxOR thallium flux fluorescence; active compounds read high; Potassium voltage-gated channel subfamily KQT member 1 (Homo sapiens), P51787; 1.3% of 310,000 active;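 active means compounds whose thallium flux B-score, printed positive for inhibition, exceeds three library SD while starting fluorescence stays within three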;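 further: channel opened by potassium depolarization with thallium stimulus after 20 min compound exposure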
# hERG protect: hERG rescue from dofetilide block, primary screen, cell-based, CHO-hERG, FluxOR thallium flux, dofetilide IC70 | dofetilide IC70 present | 0.51% of 310,000 active | activation (rescue from dofetilide block), less the hit threshold, % at 10 µM;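 active means activation above the mean of controls blocked by dofetilide plus 5 SD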;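 further: thallium influx through hERG after potassium depolarization seen as dye fluorescence rise; in these data hits start at about 4.7%; inactives centre near -7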
# RGS4 block: RGS4 inhibitors, primary screen, cell-based, HEK293 M3R inducible RGS4, calcium flux | Regulator of G-protein signaling 4 (Homo sapiens), P49798 | Fluo-4 calcium flux; active compounds read high; triggered by carbachol at its EC20 | B-score at 10 µM | 0.45% of 310,000 active;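 active means B-score, a plate-corrected calcium signal, over three deviations above library mean, with baseline fluorescence within five deviations of library mean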;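 further: RGS4 expression induced by doxycycline in cells with stable M3 receptor; B-score is computed from the integrated fluorescence ratio over baseline after carbachol; higher B-score means a larger calcium signal and so more RGS4 inhibition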
# HDAC3 inhib: HDAC3 deacetylase inhibitors, primary screen, biochemical, fluorescence, cell-free homogeneous; recombinant HDAC3, fluorogenic peptide/trypsin coupled; inhibition, % at 8.3 µM; 0.15% of 320,000 active; in the data active means inhibition above about 26%, passing the limit was not always enough
# The depositor's hits bear a star; i = inactive; x = no result given. Random draw from the library; 6.3% or so of the library scored in one or more.
SMILES,TMEM16A act,KCNK3 inh,RGS4 act,KCNQ1 pot,SKKanGAS inh,KCNK9 inh,ANO1 block,KCNQ1 inh,hERG protect,RGS4 block,HDAC3 inhib
CCCc1cc(=O)[nH]c(Nc2ccc3c(c2)OCCO3)n1,i,i,i,i,-9,i,i,i,-8,i,0
NNC(=O)c1ccccc1OCCOc1ccccc1,i,i,i,i,12,i,i,i,-4,i,4
Cc1cc(C)n(-c2nc(NCCCO)c3c4c(sc3n2)CCCC4)n1,i,i,i,i,55*,i,i,i,-5,i,-9
O=c1[nH]c(SCc2ccccc2Cl)nc2c1CCC2,i,i,i,i,-4,i,i,i,-15,i,2
Cc1ccc(SCC(=O)N(C)C2CCS(=O)(=O)C2)cc1 (stereo not drawn),i,i,i,i,-8,i,i,i,-5,i,-6
CCOC(=O)C1(Cc2ccc(Cl)cc2)CCN(C(=O)c2sc(C)nc2C)CC1,i,i,i,i,-2,i,i,i,-10,i,10
COCCCn1c(=NC(C)=O)c(C#N)cc2c(=O)n3cccc(C)c3nc21,i,i,i,i,-4,i,i,i,-7,i,-228
COc1cc2[nH]c(=O)n(CCC(=O)N3CCN(Cc4ccc5c(c4)OCO5)CC3)c(=O)c2cc1OC,i,i,i,i,-5,i,i,i,-13,i,-1
C=CCSc1nc(O)c(CC)c(=O)n1C(C)CC (stereo not drawn),i,i,i,i,4,i,i,i,-8,i,5
Cn1cc(CN2C[C@H]3CC[C@H]2C3)c(-c2ccccc2F)n1,i,i,i,i,-8,i,i,i,-9,i,6
O=C(O)c1cccc(Nc2ccnc(Nc3cccc(C(=O)O)c3)n2)c1,i,i,i,i,3,i,i,i,-3,i,4
COc1ccc(CNS(=O)(=O)c2cc3c(cc2Cl)NC(=O)CO3)cc1,i,i,i,i,-3,i,i,i,-7,i,6
CCCCCCSc1cc(-c2nc3ccc(C)cn3c2NCc2ccccc2)ccc1OC,i,i,i,i,39,i,i,i,-13,i,-10
CCOC(=O)C1CCCN(C(=S)Nc2cc(C)cc(C)c2)C1 (stereo not drawn),i,i,i,i,-2,i,i,i,-7,i,7
O=C(CS(=O)(=O)Cc1ccccc1)N1CCN(Cc2ccc3c(c2)OCO3)CC1,i,i,i,i,1,i,i,i,-11,i,6
CC(C)Cc1oc(C(=O)O)cc1CN1CCOCC1,i,i,i,i,-4,i,i,i,1,i,-4
Cn1c(CNC(=O)CNS(=O)(=O)c2ccc(Cl)cc2)cc(=O)n(C)c1=O,i,i,i,i,1,i,i,i,-8,i,0
Cc1cccc(N2C(=O)c3ccccc3C2=O)n1,x,i,i,i,-2,i,i,i,-2,i,-4
COC(=O)c1ccc(C(=O)OC)c(NC(=S)N2CCOCC2)c1,i,i,i,i,1,i,i,i,-8,i,1
CCOC(=O)C1=C(C)N=C2c3ccccc3C(=O)C2C1c1ccc(Br)cc1 (stereo not drawn),x,x,i,i,39,i,i,i,-12,i,6
COc1ccccc1C(CNC(=O)COc1ccccc1C)N1CCCC1 (stereo not drawn),i,i,i,i,1,i,i,i,-12,i,2
OC(CN1CCCCC1)Cn1c2ccccc2c2cc(Br)ccc21 (stereo not drawn),i,i,i,i,8,i,i,i,-17,i,-3
CN(C)S(=O)(=O)c1ccc(Cl)c(C(=O)Nc2ccccc2[N+](=O)[O-])c1,i,i,i,i,3,i,i,i,-14,i,3
Cc1[nH]c(-c2ccc(F)cc2)cc1C(=O)N1CCN(c2cccc(Cl)c2)CC1,i,i,i,i,67*,i,i,i,-3,i,8
CN1CCN(CCCNC(=O)CCC(=O)N2CCOc3ccccc32)CC1,i,i,i,i,-2,i,i,i,-7,i,-1
CC1(C)Cc2c(C#N)c(SCCC#N)nc(N3CCOCC3)c2CS1,i,i,i,i,9,i,i,i,-21,i,-2
O=C(CSc1nc2scc(-c3ccco3)c2c(=O)n1-c1ccccc1)NCC1CCCO1 (stereo not drawn),i,i,i,i,-2,i,i,i,-12,i,5
Cc1cc(NC(=O)CS(=O)(=O)c2cn(C)c3ccccc23)no1,i,i,i,i,1,i,i,i,-6,i,-1
CCCn1c(NC(=O)C2COc3ccccc3O2)nc2ccccc21 (stereo not drawn),i,i,i,i,97*,i,i,i,-8,i,6
CC(=O)Nc1cccc(C(=O)Nc2ccccc2N2CCOCC2)c1,i,i,i,i,-2,i,i,i,-12,i,0
Cc1cc(Nc2ccc(F)cc2F)n2ncnc2n1,i,i,i,i,-1,i,i,i,-7,i,0
CCC(O)(CC)C(=O)NN(C(=O)CCl)c1ccccc1,i,i,i,i,-2,i,i,i,-12,i,1
COc1ccc(CCN2CC(C(=O)NCCc3cn[nH]c3)CCC2=O)cc1 (stereo not drawn),i,i,i,i,-11,i,i,i,-6,i,-3
COC(=O)c1cccc(CSc2nc(-c3ccccc3)c(C#N)c(=O)[nH]2)c1,i,i,i,i,35,i,i,i,-12,i,3
Cc1oc(-c2ccccc2Cl)nc1CSCC(=O)NC1CC1,i,i,i,i,-4,i,i,i,-13,i,5
Cn1cc(C(C[N+](=O)[O-])c2ccccc2)c2ccccc21 (stereo not drawn),i,i,i,i,0,i,i,i,-14,i,3
O=C(N/C(=C\c1ccccc1Cl)C(=O)N1CCOCC1)c1ccc([N+](=O)[O-])cc1,i,i,i,i,5,i,i,i,-6,i,9
O=C1/C(=C\c2ccc3c(c2)OCO3)CCC/C1=C/c1ccc2c(c1)OCO2,i,i,i,i,10,i,i,i,-10,i,-1
COc1cc(C(=O)NCCOc2cccc3cccnc23)cc(OC)c1OC,i,i,i,i,-4,i,i,i,-24,i,-4
COc1ccc(NC(=O)C2CC(c3ccc(Cl)cc3)=NO2)cc1OC (stereo not drawn),i,i,i,i,-7,i,i,i,-4,i,1

# Copied from the list:
# Value for COc1ccc(NC(=O)C2CC(c3ccc(Cl)cc3)=NO2)cc1OC (stereo not drawn) under SKKanGAS inh: -7
# Value for COc1cc(C(=O)NCCOc2cccc3cccnc23)cc(OC)c1OC under HDAC3 inhib: -4

# (listing goes on)
SMILES,TMEM16A act,KCNK3 inh,RGS4 act,KCNQ1 pot,SKKanGAS inh,KCNK9 inh,ANO1 block,KCNQ1 inh,hERG protect,RGS4 block,HDAC3 inhib
Cc1ccc(C(=O)NCC2CCCN2S(=O)(=O)c2ccc(C)cc2)cc1 (stereo not drawn),i,i,i,i,0,i,i,i,-17,i,0
O=c1nc2ccccc2c2n1CC(CN1CCN(C(c3ccccc3)c3ccccc3)CC1)N2 (stereo not drawn),i,i,i,i,5,i,i,i,-37,i,11
O=S(=O)(c1ccc2c(c1)OCO2)N1CCN(c2nnnn2-c2ccccc2)CC1,i,i,i,i,1,i,i,i,-13,i,2
NNC(=O)c1ccc(Cn2cc(Br)cn2)cc1,i,i,i,i,10,i,i,i,-2,i,3
O=C(c1ccco1)c1n[nH]nc1-c1ccccc1,i,i,i,i,1,i,i,i,-1,i,-4
S=C(NCCCCNC(=S)NCc1ccccc1)NCc1ccccc1,i,i,i,i,0,i,i,i,-5,i,2
CCN(C(=O)COC(=O)c1[nH]c(=O)[nH]c(=O)c1N)c1ccccc1,i,i,i,i,-1,i,i,i,-2,i,x
CC(C)=CCSc1nnc([C@@H](NC(=O)OC(C)(C)C)C(C)C)o1,i,i,i,i,-1,i,i,i,-5,i,-2
CCN(C(=O)CSc1cc(C)c2ccc(OC)cc2n1)C1CCS(=O)(=O)C1 (stereo not drawn),i,i,i,i,-11,i,i,i,-14,i,-3
C=CCNS(=O)(=O)c1cccc2cc(C(=O)O)c(O)cc12,i,i,i,i,-2,i,i,i,-12,i,1
FC(F)(F)c1ccccc1/C=N/Nc1ccccn1,i,i,i,i,4,i,i,i,-4,i,1
CC(C)NC(=O)CCCc1c[nH]c2ccccc12,i,i,i,i,-10,i,i,i,-4,i,x
CCOC(=O)c1nnn(-c2nc(OC)nc(N3CCCC3)n2)c1-c1ccccc1,i,i,i,i,-7,i,i,i,-11,i,0
COC(=O)Cc1cc(=O)n2[nH]c(C)cc2n1,i,i,i,i,-1,i,i,i,-1,i,-2
Cc1ccc(N2C(=O)C(CN3CCCC3)C2c2ccccc2)cc1 (stereo not drawn),i,i,i,i,3,i,i,i,-15,i,0
COC(=O)c1ccc(NC(=O)Cn2c(-c3nonc3N)nc3ccccc32)cc1,i,i,i,i,5,i,i,i,2,i,-4
Cc1c(Cl)cccc1NC(=O)Nc1c(C)n(C)n(-c2ccccc2)c1=O,i,i,i,i,-2,i,i,i,-7,i,-1
CC(C1CCN(Cc2cn(C)nc2-c2cccc(Cl)c2)CC1)N1CCOCC1 (stereo not drawn),i,i,i,i,-5,i,i,i,-14,i,-2
Cc1occc1C(=O)N1CCN(Cc2ccccc2)CC1,i,i,i,i,6,i,i,i,-1,i,5
CCCCNc1ccc2c3c(cccc13)C(=O)N(CCCC)C2=O,i,i,i,i,24,i,x,24*,-13,i,x
CC(=O)Nc1ccc(C(=O)N(C)C(C(=O)Nc2ccccc2)c2ccccn2)cc1 (stereo not drawn),i,i,i,i,0,i,i,i,1,i,6
Cc1cc2nn(-c3ccc(Cl)cc3)nc2cc1N,i,i,i,i,-6,i,i,i,-1,i,-5
CCOC(=O)N1CCC(N2C(=O)c3ccccc3C2Nc2cc(C(=O)OC)cc(C(=O)OC)c2)CC1 (stereo not drawn),i,i,i,i,0,i,i,i,-15,i,-8
O=C(Nc1ccccn1)c1cc2ccccc2cc1O,i,i,i,i,14,i,i,i,-1,i,0
O=C(COc1ccc(Cl)cc1Cl)c1ccc[nH]1,i,i,i,i,6,i,i,i,-7,i,4
O=C(c1ccccc1-c1nc(-c2ccccc2)no1)N1CCCC1,i,i,i,i,-13,i,i,i,-4,i,-5
